VHR inh abs = VHR1 phosphatase inhibitors, primary screen, biochemical, absorbance, uHTS; Dual specificity protein phosphatase 3 (Homo sapiens), P51452; recombinant VHR phosphatase, pNPP absorbance; inhibition, % at 13.3 µM; 290,000 tested, 0.52% active; in the data active = inhibition above about 50%; also: some compounds called inactive have numbers as strong as hits
Target sequence (P51452 whole entry, looked up): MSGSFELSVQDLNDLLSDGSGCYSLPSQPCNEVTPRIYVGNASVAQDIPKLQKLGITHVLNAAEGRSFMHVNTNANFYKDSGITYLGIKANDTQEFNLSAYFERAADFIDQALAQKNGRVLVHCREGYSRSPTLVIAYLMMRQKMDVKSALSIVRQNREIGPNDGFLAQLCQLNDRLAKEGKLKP
FBA Mtb inh = Mtb FBA enzyme inhibitors, primary screen, biochemical, fluorescence, strain H37Rv. Fructose-bisphosphate aldolase (Mycobacterium tuberculosis (strain ATCC 25618 / H37Rv)), …. purified M. tuberculosis FBA, fluorescence read-out. inhibition, % at 1 µM. 360,000 tested, 2.3% active. AID 588726, 2011; in the data active = inhibition above about 27%;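 also: 0% = vehicle and 100% = reference inhibitor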
Target sequence (P9WQA3 whole entry, looked up): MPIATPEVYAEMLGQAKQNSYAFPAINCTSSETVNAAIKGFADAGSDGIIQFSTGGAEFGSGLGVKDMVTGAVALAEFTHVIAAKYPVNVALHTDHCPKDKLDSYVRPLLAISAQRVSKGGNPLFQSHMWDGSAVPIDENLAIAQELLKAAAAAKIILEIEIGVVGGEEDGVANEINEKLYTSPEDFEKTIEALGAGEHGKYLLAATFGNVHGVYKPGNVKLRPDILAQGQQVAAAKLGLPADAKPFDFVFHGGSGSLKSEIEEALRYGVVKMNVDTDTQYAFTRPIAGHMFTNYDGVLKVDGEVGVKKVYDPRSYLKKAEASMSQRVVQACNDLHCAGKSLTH
GDH-TPI counter = GDH-TPI coupling enzyme inhibitors, primary screen, artefact control for M. tuberculosis FBA inhibitor project, biochemical, absorbance, full deck; GDH-TPI coupled enzyme counterscreen, NADH absorbance; 360,000 tested, 1.2% active; inhibition, % at 4.8 µM;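 also: 0% = DMSO wells and 100% = wells lacking the enzyme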
CCHF vOTU inh = CCHFV vOTU protease inhibitors, primary screen, biochemical, Pep-AMC substrate, fluorescence | Crimean-Congo hemorrhagic fever virus L polyprotein viral ovarian tumor (vOTU) protease … | 370,000 tested, 0.55% active | inhibition, % at 11.5 µM | AID 651958, 2012; also: 0% = vehicle wells with enzyme and 100% = no enzyme wells
Mtb BioA inh = M. tuberculosis BioA enzyme inhibitors, primary screen, biochemical, plate reader, single point, HTS. 7,8-diaminopelargonic acid synthase BioA (Mycobacterium tuberculosis). purified M. tuberculosis BioA enzyme. inhibition, % at 9.99 µM. 360,000 tested, 0.096% active. AID 602481, 2012; in the data active = inhibition above about 40%; inconclusive = no clear call, values can overlap the other calls
BoNT F protease = BoNT/F light chain protease inhibitors, primary screen, biochemical, flow cytometry, MLPCN library. Multiplex microsphere protease cleavage assay. Botulinum neurotoxin type F light chain protease (Clostridium botulinum). AID 588497, 2011. inhibition, % at 10 µM. 360,000 tested, 0.22% active; in the data active = inhibition above about 35%, passing the limit was not always enough; inconclusive = no clear call, values can overlap the other calls; also: plate controls were buffer without enzyme for full effect and enzyme alone for no effect
FadD28 binding = inhibitors of FadD28 bisubstrate probe binding, primary screen, biochemical, fluorescence polarization, single point; 360,000 tested, 0.22% active; AID 588549, 2011; inhibition, % at 12.5 µM; in the data active = inhibition above about 8.5%, passing the limit was not always enough; inconclusive = no clear call, values can overlap the other calls
MazEF act = activators of E. coli MazEF toxin-antitoxin RNase, primary screen, biochemical, fluorescence, uHTS; FAM/BHQ RNA-DNA oligo cleavage fluorescence, 5 h; 350,000 tested, 0.32% active; AID 504720, 2011; activation, % at 20 µM; in the data active = activation above about 50%
Target sequence (P0AE70 whole entry, looked up): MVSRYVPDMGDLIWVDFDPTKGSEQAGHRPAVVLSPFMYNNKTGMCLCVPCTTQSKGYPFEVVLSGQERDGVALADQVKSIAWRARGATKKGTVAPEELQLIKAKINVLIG
Mtb UGM inh = M. tuberculosis UGM enzyme inhibitors, primary screen, biochemical, fluorescence polarization, single point. purified UGM, fluorescence polarization probe displacement. 320,000 tested, 0.06% active. UDP-galactopyranose mutase (Mycobacterium tuberculosis (strain ATCC 25618 / H37Rv)), …. AID 504406, 2011. inhibition, % at 10 µM; in the data active = inhibition above about 10%, passing the limit was not always enough; inconclusive = no clear call, values can overlap the other calls
Target sequence (P9WIQ1 whole entry, looked up): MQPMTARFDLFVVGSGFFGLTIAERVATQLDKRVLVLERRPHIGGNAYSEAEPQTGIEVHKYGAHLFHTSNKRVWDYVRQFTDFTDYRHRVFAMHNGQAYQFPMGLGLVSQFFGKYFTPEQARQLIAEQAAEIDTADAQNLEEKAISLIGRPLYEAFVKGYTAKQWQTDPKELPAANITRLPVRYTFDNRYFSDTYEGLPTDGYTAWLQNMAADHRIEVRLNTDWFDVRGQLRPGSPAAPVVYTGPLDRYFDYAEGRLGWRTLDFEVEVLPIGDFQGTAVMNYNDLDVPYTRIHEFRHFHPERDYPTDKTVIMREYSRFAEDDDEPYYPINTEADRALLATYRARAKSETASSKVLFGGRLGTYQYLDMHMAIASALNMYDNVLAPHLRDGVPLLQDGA
Rv3671c protease = Rv3671c serine protease inhibitors, primary screen, biochemical, fluorescence polarization, M. tuberculosis H37Rv. P9WHR9. inhibition, % at 5.96 µM. 320,000 tested, 0.048% active. AID 2606, 2010; in the data active = inhibition above about 38%;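 also: extracellular domain of Rv3671c used as enzyme; 0% = enzyme with DMSO and 100% = no enzyme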
* = called active by the depositor; ? = inconclusive; . = not tested or not shown; & = joins results of further samples. Rule as the data show it, unless noted: active = inhibition above about 30%; inactive = the rest.

Keys: A = VHR inh abs; B = FBA Mtb inh; C = GDH-TPI counter; D = CCHF vOTU inh; E = Mtb BioA inh; F = BoNT F protease; G = FadD28 binding; H = MazEF act; I = Mtb UGM inh; J = Rv3671c protease
CCOC(=O)c1c(C)[nH]c(C(=O)NCCN2CCOCC2)c1C
  A: -11 | B: 2 | C: -2 | D: 8 | E: 3.0 | F: -8 | G: -0.1 | H: 6 | I: -0.9 | J: -1

N#Cc1cc([N+](=O)[O-])ccc1NC(=O)COC(=O)CN1C(=O)C2CCCCC2C1=O (stereo not drawn)
  A: . | B: -6 | C: 3 | D: 1 | E: 1.3 | F: 1 | G: -3.0 | H: 1 | I: -1.0 | J: -7

COC(=O)[C@H](C)NC(=O)Nc1ccccc1F
  A: 13 | B: -3 | C: 0 | D: -2 | E: 0.3 | F: 3 | G: -4.3 | H: -4 | I: -1.4 | J: 0

COc1cccc(CN(C)C[C@H]2OCc3cnnn3CCCC(=O)N([C@H](C)CO)C[C@@H]2C)c1
  A: . | B: 0 | C: 1 | D: -5 | E: -1.3&0.6 | F: 0 | G: -0.8 | H: 7 | I: . | J: .

O=C(NC1CCCC1)C1CCN(c2cnccn2)CC1
  A: 14 | B: -1 | C: -3 | D: 4 | E: . | F: -4 | G: -1.6 | H: 2 | I: 1.0 | J: -1

CCC1(c2ccc(OC)cc2)NC(=O)N(CC(=O)c2ccc3c(c2)OCCO3)C1=O (stereo not drawn)
  A: . | B: 4 | C: 13 | D: 0 | E: 7.3 | F: 4 | G: -0.3 | H: 3 | I: -3.2 | J: -2

Cc1cc(O)c(C=Nc2cccc(Cl)c2)c(=O)o1
  A: -18 | B: -2 | C: -6 | D: -5 | E: 1.2 | F: -12 | G: -3.4 | H: -10 | I: . | J: -9

COc1ccccc1Nc1nc(N)nc(CN2CCCCCC2)n1
  A: 3 | B: 7 | C: -8 | D: -1 | E: 3.5 | F: 1 | G: 0.4 | H: 6 | I: 2.0 | J: 8

COC(=O)C1C2c3ccccc3OC1(C)N=c1s/c(=C/c3cnn(C)c3)c(=O)n12 (stereo not drawn)
  A: 11 | B: 2 | C: 14 | D: 11 | E: -0.5 | F: -5 | G: -3.1 | H: -3 | I: 0.8 | J: 3

CC(C)Oc1cccc(C(=O)C2CCCN(C(=O)c3ccccn3)C2)c1 (stereo not drawn)
  A: 9 | B: 3 | C: 8 | D: 10 | E: . | F: 6 | G: -0.9 | H: 1 | I: 0.8 | J: -7

CCc1cc(C(=O)Nc2ccccc2N2CCOCC2)sc1C
  A: . | B: 2 | C: 8 | D: 4 | E: 0.0 | F: 7 | G: -0.9 | H: 0 | I: 1.0 | J: -4

COCCCn1c(O)c(/C=C2\N=C(C#N)C(=Nc3ccc(C)cc3)O2)sc1=S
  A: 17 | B: 2 | C: 21 | D: 2 | E: -1.3 | F: . | G: 0.2 | H: -8 | I: -3.1 | J: -15

Cc1csc(NC(=O)c2cccnc2Cl)n1
  A: . | B: -2 | C: 5 | D: -4 | E: 0.0 | F: ? | G: -1.0 | H: 5 | I: 0.8 | J: 1

CN1C(=O)c2cccc3c(S(=O)(=O)N4CCCC4C(=O)O)ccc1c23 (stereo not drawn)
  A: -20 | B: 6 | C: 12 | D: -6 | E: 1.1 | F: -3 | G: -0.1 | H: 3 | I: 1.2 | J: 10

O=C(NCc1nc2ccccc2[nH]1)C1=C[C@H](c2ccccc2)C[C@H](OCc2ccc(CO)cc2)O1
  A: -11 | B: 4 | C: 8 | D: -3 | E: -4.0 | F: 2 | G: -13 | H: 5 | I: -2.6 | J: -7

CN1C(C(=O)NCc2cccc(Br)c2)CC2Cn3c(nc4ccccc43)C21 (stereo not drawn)
  A: 23 | B: 1 | C: 7 | D: 1 | E: 0.4 | F: 1 | G: -2.1 | H: -7 | I: -4.5 | J: 6

C/C(=N/NC(=O)c1nnn(-c2nonc2N)c1COc1ccccc1)c1ccc(O)cc1
  A: -10 | B: 4 | C: 23 | D: 12 | E: -0.5 | F: 9 | G: -1.6 | H: 5 | I: 0.1 | J: 1

CCCN1CCN(C(=O)Cn2cnc3ccc(S(=O)(=O)N4CCC(C)CC4)cc3c2=O)CC1
  A: -6 | B: 3 | C: -1 | D: -3 | E: . | F: 1 | G: 0.4 | H: 11 | I: -1.8 | J: -3

CSc1ncccc1C(=O)OCc1nc2ccsc2c(=O)[nH]1
  A: . | B: 1 | C: 1 | D: -7 | E: -0.2 | F: ? | G: -1.4 | H: -8 | I: -1.5 | J: -3

Cc1c(C2C(C#N)=C(N)OC3=C2C(=O)CCC3)cnn1C (stereo not drawn)
  A: 2 | B: -5 | C: 9 | D: 5 | E: . | F: 4 | G: -4.4 | H: 4 | I: 1.5 | J: -5

Cc1nn(CC(=O)NCc2ccccc2)c(=O)c2cccn12
  A: 23 | B: -8 | C: 11 | D: -5 | E: -2.0 | F: -4 | G: -4.7 | H: 4 | I: 0.4 | J: -8

CCc1ccc(CN2CCC(C(=O)Nc3ccc(Oc4ccccc4)nc3)CC2)o1
  A: -13 | B: 1 | C: 8 | D: 12 | E: 0.9 | F: 4 | G: -2.5 | H: 1 | I: -1.9 | J: 5

c1ccc(-c2nc(-c3ccc(-c4ccon4)s3)no2)cc1
  A: 18 | B: 0 | C: 1 | D: 10 | E: -2.6 | F: -1 | G: -1.8 | H: -41 | I: -4.6 | J: 1

C/C(=N\Nc1ccc(S(=O)(=O)Nc2ccccc2)cc1[N+](=O)[O-])c1ccc(N2CCOCC2)cc1
  A: 29 | B: 4 | C: 10 | D: 11 | E: . | F: -2 | G: -1.9 | H: -3 | I: 4.1 | J: 8

O=C(CCC(=O)Nc1ccccc1)NNC(=O)CCc1ccccc1
  A: 11 | B: -2 | C: -4 | D: -5 | E: -1.0 | F: 2 | G: -3.2 | H: -5 | I: -1.5 | J: 4

Among those listed so far, 2 have two or more sulfur atoms.
Keys: A = VHR inh abs; B = FBA Mtb inh; C = GDH-TPI counter; D = CCHF vOTU inh; E = Mtb BioA inh; F = BoNT F protease; G = FadD28 binding; H = MazEF act; I = Mtb UGM inh; J = Rv3671c protease
COCCCn1c(O)c(/C=C2\N=C(C#N)C(=Nc3ccc(C)cc3)O2)sc1=S
  A: 17 | B: 2 | C: 21 | D: 2 | E: -1.3 | F: . | G: 0.2 | H: -8 | I: -3.1 | J: -15

CSc1ncccc1C(=O)OCc1nc2ccsc2c(=O)[nH]1
  A: . | B: 1 | C: 1 | D: -7 | E: -0.2 | F: ? | G: -1.4 | H: -8 | I: -1.5 | J: -3

The list goes on.
Keys: A = VHR inh abs; B = FBA Mtb inh; C = GDH-TPI counter; D = CCHF vOTU inh; E = Mtb BioA inh; F = BoNT F protease; G = FadD28 binding; H = MazEF act; I = Mtb UGM inh; J = Rv3671c protease
CCN(CC)S(=O)(=O)c1ccc(OCC(=O)NCc2ccco2)cc1
  A: 1 | B: 1 | C: 2 | D: 0 | E: 1.6 | F: -7 | G: -1.0 | H: 3 | I: 0.0 | J: 6

Cc1csc(Nc2ccccc2)[n+]1C
  A: 23 | B: -5 | C: -3 | D: 0 | E: 0.7 | F: -2 | G: -1.7 | H: 4 | I: -0.6 | J: -10

CCN(CC)c1ccc(/C=N/NC(=O)c2cnccn2)c(O)c1
  A: 5 | B: -13 | C: 9 | D: 2 | E: . | F: 0 | G: -4.3 | H: 0 | I: -0.1 | J: 20

CCc1ccc2oc(=O)cc(CN3CCOCC3)c2c1
  A: 0 | B: -2 | C: 4 | D: -1 | E: 0.5 | F: -7 | G: 0.5 | H: -1 | I: 0.0 | J: 14

Cc1ccc(NS(=O)(=O)c2ccc3c(c2)NC(=O)CC(=O)N3)cc1C
  A: 17 | B: -3 | C: -5 | D: -11 | E: . | F: -3 | G: -4.3 | H: 4 | I: 0.0 | J: -1

CN(C)C(=O)CCc1ccc2c3c([nH]c2c1)[C@]1(C)[C@@H](C(=O)N2CCCCC2)C[C@H](CC(=O)NCCc2ccccn2)C(=O)N1CC3
  A: . | B: -1 | C: -1 | D: -8 | E: 3.1 | F: 2 | G: -2.4 | H: 6 | I: . | J: .

CCC1CCCCN1C(=O)NC(=O)c1ccccc1 (stereo not drawn)
  A: -17 | B: 2 | C: 8 | D: 1 | E: 0.7 | F: -3 | G: 0.1 | H: 3 | I: 0.6 | J: -9

COc1cccc(C2CC(c3ccccc3C)n3nc(N)nc3N2)c1 (stereo not drawn)
  A: 24 | B: 1 | C: 7 | D: 1 | E: 4.0 | F: 5 | G: 0.3 | H: 5 | I: -2.4 | J: 14

CNc1oc(-c2ccccc2Cl)nc1C#N
  A: 37 | B: 12 | C: 8 | D: 7 | E: 0.0 | F: 6 | G: -5.4 | H: -11 | I: . | J: -2

O=C(O)CSC12CC3CC(C1)CC(C(=O)O)(C3)C2
  A: 21 | B: -2 | C: 6 | D: 2 | E: 1.2 | F: -28 | G: -1.9 | H: 1 | I: -0.2 | J: -2

COc1ccc(S(=O)(=O)Nc2cc(SCC(=O)O)c(O)c3ccccc23)cc1
  A: 6 | B: -2 | C: 4 | D: 102* | E: -0.9 | F: -3 | G: 4.0 | H: -32 | I: -1.3 | J: -143

COC(=O)c1cnn(C(=O)c2cc(OC)ccc2Br)c1N
  A: 16 | B: 1 | C: 14 | D: 5 | E: -0.8 | F: -2 | G: -0.4 | H: -8 | I: 0.8 | J: -3

COc1cc(-c2nc(-c3ccc4c(c3)-c3ccccc3S4(=O)=O)c(-c3ccccc3)[nH]2)cc(OC)c1OC
  A: 16 | B: 10 | C: 11 | D: -6 | E: . | F: -8 | G: 0.1 | H: -8 | I: 1.7 | J: -16

O=C(CCSCCC(=O)NN=Cc1ccccc1O)NN=Cc1ccccc1O
  A: . | B: 3 | C: 20 | D: -1 | E: . | F: 1 | G: -0.7 | H: 2 | I: . | J: .

O=C(COc1coc(CN2CCCc3ccccc32)cc1=O)Nc1cccc([N+](=O)[O-])c1
  A: . | B: 1 | C: -2 | D: -6 | E: -1.4 | F: 0 | G: 0.9 | H: 4 | I: -0.7 | J: -3

O=C(/C=C/c1ccco1)NCC1COc2ccccc2O1 (stereo not drawn)
  A: -20 | B: 0 | C: 1 | D: -1 | E: 6.5 | F: ? | G: -1.0 | H: 6 | I: -1.4 | J: -5

CC1CCCC(C)N1NC(=S)Nc1ccc(OC(F)F)cc1 (stereo not drawn)
  A: -3 | B: 55* | C: 8 | D: 24 | E: . | F: 0 | G: -4.4 | H: -2 | I: -1.6 | J: 7

O=c1[nH]c(/C=C\c2cccnc2)c([N+](=O)[O-])c(=O)[nH]1
  A: 4 | B: 0 | C: -4 | D: 15 | E: . | F: -5 | G: -3.9 | H: -5 | I: -0.1 | J: 5

CCOC(=O)c1ccc(N=C2SC(C(=O)NC)CC(=O)N2CCc2ccccc2)cc1 (stereo not drawn)
  A: 18 | B: -1 | C: 6 | D: 5 | E: . | F: ? | G: -3.1 | H: 0 | I: -2.8 | J: -8

O=C(Nc1ccc(S(=O)(=O)N2CCCC2)cc1)c1ccc([N+](=O)[O-])o1
  A: . | B: 5 | C: 18 | D: . | E: 0.1 | F: 11 | G: 1.6 | H: 3 | I: 4.2 | J: -3

CCOc1ccc(CN2CCN(Cc3cc4c(cc3Cl)OCO4)CC2CCO)cc1 (stereo not drawn)
  A: 8 | B: 1 | C: -4 | D: 11 | E: 0.4 | F: -2 | G: -4.7 | H: 7 | I: -0.7 | J: -12

NC(=O)c1cccc(-c2ccnc3c2CC(C(=O)NCCC(F)(F)F)O3)c1 (stereo not drawn)
  A: . | B: -1 | C: 4 | D: 0 | E: 0.0 | F: -2 | G: -0.6 | H: . | I: . | J: .

From PubChem BioAssay
